HT1080 viability: cytotoxicity in HT1080 fibrosarcoma cells, cell-based, fluorescence readout (AID 620) | 87,000 compounds, 0.42% hits | cytotoxicity, % at 10 µM, or EC50 in µM where a hit was titrated | HT1080 viability, fluorescence; higher % means a stronger effect;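 also: cells exposed to compound overnight then 4 h with Alamar Blue; 0% = vehicle DMSO and 100% = killing control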
Bfl-1 inhibitors: Bfl-1 inhibitors, primary screen, biochemical, fluorescence polarization, FITC-Bid, mouse (AID 432) | Bcl-2-related protein A1 (Mus musculus) | FITC-Bid BH3 peptide fluorescence polarization displacement; higher % means a stronger effect | displacement, % at 20 µM, or IC50 in µM where a hit was titrated | 64,000 compounds, 0.02% hits; in the data active = a potency from the dose series; inactive = the rest, 99 in 100 with displacement below about 15%; also: strong numbers were not always called active
HPDE-C7 viability: cytotoxicity in HPDE-C7 cells, cell-based, fluorescence, HTS (AID 430); HPDE-C7 pancreatic duct cells viability, fluorescence; higher % means a stronger effect; cytotoxicity, % at 10 µM; hits with a dose series show EC50 in µM; 63,000 compounds, 1.8% hits;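 also: cells exposed to compound for 48 hours before viability readout; 0% = vehicle and 100% = reference cytotoxic drug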
Spn MK inh: S. pneumoniae MK inhibitors, primary screen, biochemical, PK/LDH-coupled NADH absorbance; mevalonate kinase [Streptococcus pneumoniae D39]; purified MK, PK/LDH-coupled NADH absorbance 340 nm; inhibition, % at 10 µM; 65,000 compounds, 0.48% hits;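 active = ranked among the strongest by inhibition in the single 10 µM screen, a fixed top-ranked set picked for dose follow-up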; also: no value below 0 was filed
LYP inhibition: LYP phosphatase inhibitors, primary screen, biochemical, DiFMUP fluorescence, recombinant catalytic domain, 10 µM (AID 606); Tyrosine-protein phosphatase non-receptor type 22 (Homo sapiens); recombinant LYP catalytic domain, DiFMUP fluorescence; higher % means a stronger effect; inhibition, % at 10 µM; hits with a dose series show IC50 in µM; 52,000 tested, under 10 active;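 active = IC50 under 40 µM in the dose-response test; inactive = IC50 of 40 µM or more, or never dose-tested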
HPDE-C7K KRASV12: cytotoxicity in KRAS-transformed pancreatic duct cells, primary screen, cell-based, fluorescence, HTS (AID 431). HPDE-C7K KRASV12 cells, Alamar Blue viability, 48 h; higher % means a stronger effect. cytotoxicity, % at 10 µM; hits with a dose series show EC50 in µM. 63,000 compounds, 1.7% hits;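 active = compounds whose percent cytotoxicity in the single-dose primary screen, scaled between solvent and toxic-drug controls, exceeds 50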;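 also: 0% = DMSO solvent wells and 100% = doxorubicin-treated wells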
Spn DPM-DC inh: S. pneumoniae DPM-DC inhibitors, primary screen, biochemical, PK/LDH-coupled NADH fluorescence. AID 556, 2006. diphosphomevalonate decarboxylase (Streptococcus pneumoniae D39). calls only at 10 µM. 65,000 compounds, 0.49% hits. purified DPM-DC;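 active = the 320 compounds with the highest percent inhibition in the single-dose primary screen, excluding strongly autofluorescent ones, cut at about 32% in these data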;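 also: kinetic rate of NADH fluorescence loss reporting ADP formed by the decarboxylase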
PMK inhibit: S. pneumoniae PMK inhibitors, primary screen, biochemical, mevalonate pathway, pilot trial included; inhibition, % at 10 µM; AID 539, 2006; purified PMK, PK/LDH-coupled NADH absorbance 340 nm; phosphomevalonate kinase (Streptococcus pneumoniae D39); 65,000 compounds, 0.49% hits;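 active = top-ranked compounds by inhibition in the single 10 µM screen, taking a fixed number of the strongest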;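 also: 0% = full reaction with DMSO carrier and 100% = background rate without enzyme reaction; no value below 0 was filed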
TNAP inhibition: human TNAP enzyme inhibitors, biochemical, luminescent (AID 518); Alkaline phosphatase, tissue-nonspecific isozyme (Homo sapiens); purified TNAP enzyme, luminescent substrate readout; higher % means a stronger effect; one-dose inhibition, % at 20 µM; IC50 in µM for titrated hits; 64,000 compounds, 0.09% hits; in the data active = a potency from the dose series; inactive = the rest, 99 in 100 with inhibition below about 22%;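 also: plate controls were vehicle for no effect and reference inhibitor for full effect; many of its hits are not listed in these tables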
PMK inhibit pilot replicates: recorded beside PMK inhibit, whose call it bears; inhibition, %; measured here: pilot screen replicates
Spn MK inh pilot replicates: recorded beside Spn MK inh, whose call it bears; inhibition, %; measured here: pilot screen replicates
Spn DPM-DC inh pilot screen %: recorded beside Spn DPM-DC inh, whose call it bears; inhibition, %; measured here: pilot screen trials
* hit, by the source's call. Rule as the data show it, unless noted: active = cytotoxicity above about 50%; inactive = the rest.

`CCCn1c(SCc2ccccn2)nc2c1c(=O)n(C)c(=O)n2C` gave HT1080 viability 17%, Bfl-1 inhibitors 0%, HPDE-C7 viability -8%, Spn MK inh 0, LYP inhibition 6%, HPDE-C7K KRASV12 -8%, Spn DPM-DC inh inactive, PMK inhibit 11 and TNAP inhibition 4%.
`Brc1ccc2ncnc(Nc3ccc(N4CCOCC4)cc3)c2c1` gave HT1080 viability 11%, Bfl-1 inhibitors 6%, HPDE-C7 viability -8%, Spn MK inh 1, HPDE-C7K KRASV12 -5%, Spn DPM-DC inh inactive, PMK inhibit 0, TNAP inhibition 12%, PMK inhibit pilot replicates 0.0, Spn MK inh pilot replicates 3.0 and Spn DPM-DC inh pilot screen % 0.0.
Screening COc1ccc(N(CC(=O)NC2CCCCCC2)S(=O)(=O)c2c(C)nn(C)c2C)cc1 returned HT1080 viability -2%, Bfl-1 inhibitors -10%, HPDE-C7 viability -27%, Spn MK inh 4, LYP inhibition 3%, HPDE-C7K KRASV12 -16%, Spn DPM-DC inh inactive, PMK inhibit 10 and TNAP inhibition -2%.
c1cc2c(cc1C1CCCN1)OCCCO2 (stereo not drawn) was read as HT1080 viability 4%, Bfl-1 inhibitors 3%, HPDE-C7 viability -2%, Spn MK inh 0, LYP inhibition 2%, HPDE-C7K KRASV12 11%, Spn DPM-DC inh inactive, PMK inhibit 13, TNAP inhibition 10%, PMK inhibit pilot replicates 13, Spn MK inh pilot replicates 2.0 and Spn DPM-DC inh pilot screen % 0.0.
Screening COC(=O)c1ccc(CSc2nc3ccccc3c(=O)n2-c2ccc(OC)c(OC)c2)o1 returned HT1080 viability -5%, Bfl-1 inhibitors 6%, HPDE-C7 viability 8%, Spn MK inh 8, LYP inhibition 2%, HPDE-C7K KRASV12 1%, Spn DPM-DC inh inactive, PMK inhibit 7 and TNAP inhibition 11%.
For c1ccc(Cc2ccc(OCCn3cncn3)cc2)cc1 the results were HT1080 viability -9%, Bfl-1 inhibitors 6%, HPDE-C7 viability 8%, Spn MK inh 9, LYP inhibition 17%, HPDE-C7K KRASV12 14%, Spn DPM-DC inh inactive, PMK inhibit 6, TNAP inhibition 17%, PMK inhibit pilot replicates 1.5, Spn MK inh pilot replicates 0.0 and Spn DPM-DC inh pilot screen % 0.0.
COc1cccc(-n2c(Cc3cc(=O)[nH]c(=O)[nH]3)nnc2SCC(=O)N2CCCCCC2)c1 was read as HT1080 viability 0%, Bfl-1 inhibitors 0%, HPDE-C7 viability 9%, Spn MK inh 3, LYP inhibition 7%, HPDE-C7K KRASV12 1%, Spn DPM-DC inh inactive, PMK inhibit 8 and TNAP inhibition 13%.
COC(=O)Nc1ccc(S(=O)(=O)N(C)CC(F)(F)C(F)F)cc1 was read as HT1080 viability 35%, Bfl-1 inhibitors 6%, HPDE-C7 viability -13%, Spn MK inh 1, LYP inhibition 12%, HPDE-C7K KRASV12 -9%, Spn DPM-DC inh inactive, PMK inhibit 4, TNAP inhibition 3%, PMK inhibit pilot replicates 4.5, Spn MK inh pilot replicates 6.5 and Spn DPM-DC inh pilot screen % 1.5.
For CCOc1ccc(C(C)=O)cc1CN1C(=O)NC2(CCCCC2C)C1=O (stereo not drawn) the results were HT1080 viability 0%, Bfl-1 inhibitors 6%, HPDE-C7 viability 6%, Spn MK inh 1, LYP inhibition 4%, HPDE-C7K KRASV12 4%, Spn DPM-DC inh inactive, PMK inhibit 21 and TNAP inhibition 12%.
For CC(C)c1ccc(C(O)c2cnc(C(C)C)n2C)cc1 (stereo not drawn) the results were HT1080 viability 4%, Bfl-1 inhibitors -9%, HPDE-C7 viability 5%, Spn MK inh 7, LYP inhibition 5%, HPDE-C7K KRASV12 0%, Spn DPM-DC inh inactive, PMK inhibit 1, TNAP inhibition 20%, PMK inhibit pilot replicates 1.5, Spn MK inh pilot replicates 0.0 and Spn DPM-DC inh pilot screen % 2.0.
For O=c1c(N2CCOCC2)nsn1Cc1ccccc1 the results were HT1080 viability -16%, Bfl-1 inhibitors -3%, HPDE-C7 viability 9%, Spn MK inh 0, HPDE-C7K KRASV12 21%, Spn DPM-DC inh inactive, PMK inhibit 3 and TNAP inhibition 10%.
For COCC(C)NS(=O)(=O)c1ccc(NC(=O)C(Cc2ccccc2)NC(N)=O)cc1 (stereo not drawn) the results were HT1080 viability -6%, Bfl-1 inhibitors -1%, HPDE-C7 viability -12%, Spn MK inh 0, LYP inhibition -18%, HPDE-C7K KRASV12 -17%, Spn DPM-DC inh inactive, PMK inhibit 0 and TNAP inhibition 10%.
`CCOC(=O)CCCCC(=O)c1[nH]c(=O)[nH]c1CN1CCOCC1` gave HT1080 viability -5%, Bfl-1 inhibitors 1%, Spn MK inh 9, LYP inhibition 2%, Spn DPM-DC inh inactive, PMK inhibit 9 and TNAP inhibition 11%.
O=C(NCCCN1CCOCC1)c1cc(-c2ccc(F)cc2)on1 was read as HT1080 viability 5%, Bfl-1 inhibitors 1%, HPDE-C7 viability 4%, Spn MK inh 1, LYP inhibition -2%, HPDE-C7K KRASV12 9%, Spn DPM-DC inh inactive, PMK inhibit 14 and TNAP inhibition 6%.
`CCCOc1ccc(-c2nnc(-c3ccncc3)o2)cc1` gave HT1080 viability -3%, Bfl-1 inhibitors 3%, HPDE-C7 viability -9%, Spn MK inh 2, LYP inhibition -5%, HPDE-C7K KRASV12 -24%, Spn DPM-DC inh inactive, PMK inhibit 3 and TNAP inhibition 6%.
For O=S(=O)(Nc1cccnc1)c1cccc(C(F)(F)F)c1 the results were HT1080 viability 3%, Bfl-1 inhibitors -6%, HPDE-C7 viability 7%, Spn MK inh 4, LYP inhibition 3%, HPDE-C7K KRASV12 -6%, Spn DPM-DC inh inactive, PMK inhibit 6 and TNAP inhibition 29%.
Cc1ccc(/C=c2\sc3n(c2=O)CN(c2ccc(Br)cc2)CN=3)o1 was read as HT1080 viability 6%, Bfl-1 inhibitors 3%, HPDE-C7 viability 20%, Spn MK inh 6, LYP inhibition 9%, HPDE-C7K KRASV12 31%, Spn DPM-DC inh inactive, PMK inhibit 3 and TNAP inhibition 6%.
For CCCCn1c(SCC(=O)OC)nc2c1c(=O)n(C)c(=O)n2C the results were HT1080 viability -5%, Bfl-1 inhibitors -4%, HPDE-C7 viability 3%, Spn MK inh 9, LYP inhibition 5%, HPDE-C7K KRASV12 -9%, Spn DPM-DC inh inactive, PMK inhibit 8 and TNAP inhibition 6%.
C=C(C)CSc1nc2c(c(=O)[nH]c(=O)n2C)n1Cc1ccccc1 was read as HT1080 viability -2%, Bfl-1 inhibitors -3%, HPDE-C7 viability -11%, Spn MK inh 5, LYP inhibition -5%, HPDE-C7K KRASV12 3%, Spn DPM-DC inh inactive, PMK inhibit 12 and TNAP inhibition 7%.
`c1ccc(OCCSc2nnnn2C2CCCCC2)cc1` gave HT1080 viability -8%, Bfl-1 inhibitors 1%, HPDE-C7 viability -15%, Spn MK inh 7, HPDE-C7K KRASV12 -14%, Spn DPM-DC inh inactive, PMK inhibit 5 and TNAP inhibition 2%.
O=C(NCc1ccco1)c1cccn2c(=O)c3cc(Br)ccc3nc12 was read as HT1080 viability 4%, Bfl-1 inhibitors 16%, HPDE-C7 viability -5%, Spn MK inh 3, LYP inhibition 6%, HPDE-C7K KRASV12 -6%, Spn DPM-DC inh inactive, PMK inhibit 15 and TNAP inhibition 9%.
For COc1ccc(CCNC(=O)CCN2C(=O)COc3ccc(C)cc32)cc1OC the results were HT1080 viability -2%, Bfl-1 inhibitors -4%, HPDE-C7 viability 3%, Spn MK inh 8, HPDE-C7K KRASV12 1%, Spn DPM-DC inh inactive, PMK inhibit 9 and TNAP inhibition 6%.
For COc1ccc(OC)c(/C=c2\sc3nc(-c4cccs4)nn3c2=O)c1 the results were HT1080 viability -4%, Bfl-1 inhibitors -4%, HPDE-C7 viability 35%, Spn MK inh 0, LYP inhibition 3%, HPDE-C7K KRASV12 20%, Spn DPM-DC inh inactive, PMK inhibit 0 and TNAP inhibition 9%.
Screening CCc1ccc(NC2CC(=O)N(c3ccc(OC)cc3OC)C2=O)cc1 (stereo not drawn) returned HT1080 viability -5%, Bfl-1 inhibitors -6%, HPDE-C7 viability -1%, Spn MK inh 8, LYP inhibition 0%, HPDE-C7K KRASV12 4%, Spn DPM-DC inh inactive, PMK inhibit 7 and TNAP inhibition 12%.
c1ccc(Cn2c(CSc3nnnn3-c3ccccc3)nc3ccccc32)cc1 was read as HT1080 viability -1%, Bfl-1 inhibitors -5%, HPDE-C7 viability -4%, Spn MK inh 6, LYP inhibition 6%, HPDE-C7K KRASV12 -7%, Spn DPM-DC inh inactive, PMK inhibit 8 and TNAP inhibition 9%.
For COC(=O)C1CCN(C(=O)c2sc3nc(-c4ccc(F)cc4)cn3c2C)CC1 the results were HT1080 viability -1%, Bfl-1 inhibitors -7%, HPDE-C7 viability -14%, Spn MK inh 0, LYP inhibition 1%, HPDE-C7K KRASV12 -12%, Spn DPM-DC inh inactive, PMK inhibit 11, TNAP inhibition 8%, PMK inhibit pilot replicates 3.0, Spn MK inh pilot replicates 3.5 and Spn DPM-DC inh pilot screen % 2.0.

Compounds above that contain a furan ring, fused or not:
Screening COC(=O)c1ccc(CSc2nc3ccccc3c(=O)n2-c2ccc(OC)c(OC)c2)o1 returned HT1080 viability -5%, Bfl-1 inhibitors 6%, HPDE-C7 viability 8%, Spn MK inh 8, LYP inhibition 2%, HPDE-C7K KRASV12 1%, Spn DPM-DC inh inactive, PMK inhibit 7 and TNAP inhibition 11%.
Cc1ccc(/C=c2\sc3n(c2=O)CN(c2ccc(Br)cc2)CN=3)o1 was read as HT1080 viability 6%, Bfl-1 inhibitors 3%, HPDE-C7 viability 20%, Spn MK inh 6, LYP inhibition 9%, HPDE-C7K KRASV12 31%, Spn DPM-DC inh inactive, PMK inhibit 3 and TNAP inhibition 6%.
O=C(NCc1ccco1)c1cccn2c(=O)c3cc(Br)ccc3nc12 was read as HT1080 viability 4%, Bfl-1 inhibitors 16%, HPDE-C7 viability -5%, Spn MK inh 3, LYP inhibition 6%, HPDE-C7K KRASV12 -6%, Spn DPM-DC inh inactive, PMK inhibit 15 and TNAP inhibition 9%.
